# Screens deposited in PubChem by National Center for Advancing Translational Sciences (NCATS).
# Vif-A3G inh = qHTS for Inhibitors of Vif-A3G Interactions: qHTS; DNA dC->dU-editing enzyme APOBEC-3G (Homo sapiens), Q9HC16; HeLa A3G-eYFP + Vif (tagged APOBEC3G with the HIV-1 protein that degrades it), YFP fluorescence, overnight; Potency, µM (highest dose often 46.1 µM), for inactives: top-dose activity, negative = active, actives largely listed as inhibitors; actives 0.076% (n = 410,000);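 further: potency means the concentration at half of the fitted maximal effect; on the % scale 0 is the no-effect control and ±100 the full control effect; nearly all actives have a fitted effect of over 60% in size; hits raise eYFP signal because A3G escapes Vif-driven loss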
#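 Read-out is eYFP fluorescence (Ex 488/Em 500-530) from Vif-expressing HeLa A3G-eYFP cells; more signal means A3G escaped Vif-mediated degradation. Cells plated overnight, compound pinned in, incubated overnight at 37 deg C.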
# Vif-APOBEC3F blk = qHTS for Inhibitors of Vif-A3F Interactions: qHTS. actives 0.2% (n = 390,000). HeLa A3F-eYFP + Vif (tagged APOBEC3F with the HIV-1 protein that degrades it), YFP fluorescence increase. Potency, µM (series often up to 46.1 µM), without a hit: top-dose activity, negative = active. AID 602313, 2012; further: potency means the concentration at half of the fitted maximal effect; % of control where 0% means no effect; nearly all actives have a fitted effect of over 65% in size
#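 HeLa cells stably expressing Vif plus C-terminally eYFP-tagged A3F were seeded, incubated overnight at 37 deg C, dosed with compound, incubated overnight again at 37 deg C. Yellow fluorescence (Ex 488/Em 500-530) reported blocked Vif-mediated A3F-eYFP degradation.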
# D2 ag = HTS Assay for Allosteric Agonists of the Human D2 Dopamine Receptor: Primary Screen for Agonists; HEK293 T-REx D2 cells, calcium flux agonist mode; activation, % at 2 µM; actives 0.53% (n = 340,000);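 active means activation over 3 SD above normal in the single-dose calcium agonist read, cut at about 30% in these data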; further: 0% is about no effect
#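 HEK293 Trex D2 cells, tetracycline-induced, o/n 30 C 5% CO2; no-wash Ca dye, RT 30–90 min; 10-cycle baseline, 23 nl cpd added, kinetic Ca read 180 s; agonist hits = positive Ca response.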
# 12-LOX inh = Primary qHTS assay for inhibitors of human arachidonate 12S-lipoxygenase (ALOX12): Round 2; Polyunsaturated fatty acid lipoxygenase ALOX12 (Homo sapiens), P18054; purified 12hLO, xylenol orange hydroperoxide absorbance; Potency, µM (series often up to 108 µM), inactives show at the highest dose activity change, negative = inhibition, usual class: inhibitors; actives 1.1% (n = 580,000); AID 1671190, 2021; further: potency means the concentration at half of the fitted maximal effect; on the % scale 0 is the no-effect control and ±100 the full control effect
# Target sequence (P18054 whole entry, looked up): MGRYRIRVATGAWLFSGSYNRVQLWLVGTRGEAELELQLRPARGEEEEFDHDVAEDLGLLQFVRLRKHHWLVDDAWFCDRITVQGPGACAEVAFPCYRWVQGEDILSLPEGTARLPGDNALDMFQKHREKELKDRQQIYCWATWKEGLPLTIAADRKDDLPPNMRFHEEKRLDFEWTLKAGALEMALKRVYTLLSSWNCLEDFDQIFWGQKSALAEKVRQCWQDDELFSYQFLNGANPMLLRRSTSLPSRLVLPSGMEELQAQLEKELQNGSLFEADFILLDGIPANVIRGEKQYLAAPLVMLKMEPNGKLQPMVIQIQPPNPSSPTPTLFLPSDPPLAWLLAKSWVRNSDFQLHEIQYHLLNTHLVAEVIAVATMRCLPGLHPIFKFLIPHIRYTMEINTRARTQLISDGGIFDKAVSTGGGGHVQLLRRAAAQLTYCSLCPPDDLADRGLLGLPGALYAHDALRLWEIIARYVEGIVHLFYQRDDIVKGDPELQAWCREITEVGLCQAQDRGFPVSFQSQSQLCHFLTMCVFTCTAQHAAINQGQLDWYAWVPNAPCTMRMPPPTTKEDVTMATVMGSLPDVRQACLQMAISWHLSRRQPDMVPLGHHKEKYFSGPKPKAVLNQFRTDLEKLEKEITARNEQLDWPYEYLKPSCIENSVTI
#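 Purified human 12hLO at 150 nM in 25 mM Hepes, 0.01% Triton X-100, pH 7.0, preincubated 15 min at room temperature with compound. Reaction started with 40 uM arachidonic acid, 30 min at room temperature. Hydroperoxide measured by Fe-xylenol orange, 573/405 nm absorbance ratio.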
# ERG-DNA inh = qHTS for Small Molecule Inhibitors of the ERG Ets/DNA interaction; Transcriptional regulator ERG (Homo sapiens), P11308; fluorescence polarization, His-ERG Ets domain / labelled DNA; Potency, µM (titrated, usually from 76.9 µM), for the others: at the highest dose FP activity, negative = inhibition, most hits filed as inhibitors; actives 0.028% (n = 370,000); AID 624246, 2012; active means well fitted inhibition curve with a large enough effect in the polarisation, with a control signal flat; inconclusive means small, poorly fitted or top-dose-only effect, or effect the other way, or a change in a side signal; inactive means no such curve, though single readings can be large or run the other way; the % refers to the polarisation;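 further: polarization taken with two DNA probes labelled with fluorescein and Texas red; potency means the concentration at half of the fitted maximal effect; % of control where 0% means no effect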
#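 His-tagged ERG Ets domain (1 uM in the protein solution; 300mM KCl, 50mM Tris-HCl, 1mM EDTA, 1mM DTT, pH 7.5) received compound, then a probe mix of 5 nM fluorescein-DNA and 100nM Texas-615-DNA. Fluorescence polarization was read for both dyes.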
# D2 antag = HTS Assay for Allosteric Antagonists of the Human D2 Dopamine Receptor: Primary Screen for Antagonists. D(2) dopamine receptor (Homo sapiens), P14416. HEK293 TREx D2 cells, calcium flux, dopamine EC80. inhibition, % at 10 µM. actives 2% (n = 340,000); in the data active means inhibition above about 30%; further: 0% is about no effect
#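 Measurement of antagonist activity uses fluorescent calcium dye in inducible HEK293 T-REx D2 cells: 10 s baseline, compound addition with 180 s read, EC80 dopamine addition with a further 180 s read.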
# LDHA block = qHTS assay for inhibitors of human lactate dehydrogenase. L-lactate dehydrogenase A chain (Homo sapiens), P00338. purified LDHA, NADH/diaphorase-resazurin fluorescence; stronger effect = lower value. activity change, % (values are at about 110 or 230 µM). actives 0.15% (n = 480,000); in the data active means activity change below about -30%; inconclusive means mostly about -25% to -30%;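 further: plate controls were DMSO wells for no effect and wells without enzyme for full effect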
#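 Human LDH5 at 2 nM final in Tris HCl pH 7.4 with 0.06 mM NADH and 0.2 mM pyruvate, reacted 5 minutes at room temperature. Remaining NADH coupled via diaphorase/resazurin; resorufin fluorescence read at 0 and 20 minutes, normalized to enzyme-free and DMSO wells.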
# GRP78 ERSR act = qHTS for Inducers of the Endoplasmic Reticulum Stress Response (ERSR) in Human Glioma: qHTS | U87-MG GRP78 promoter luciferase reporter, 16 h | AID 602332, 2012 | actives 0.02% (n = 420,000) | Potency, µM, for inactives: at the highest dose activation, most hits filed as activators; further: potency means the concentration at half of the fitted maximal effect; series mostly up to about 76 µM; % of control where 0% means no effect; nearly all actives have a fitted effect of over 35% in size
#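 Stably transfected U87-MG human glioma cells carrying a GRP78-based luminescent sensor were seeded at 1000 cells/well, pin-dosed with compounds and incubated 16 h. Luciferase reagent was then added, and end-point luminescence was read after 10 min at room temperature.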
# RGS4 inh = Inhibitors of Regulator of G Protein Signaling (RGS) 4: qHTS; Regulator of G-protein signaling 4 (Homo sapiens), P49798; Transcreener GDP fluorescence polarization, RGS4-accelerated GTP hydrolysis; Potency, µM (top dose mostly 114 µM), for the others: at the highest dose activity change, negative = inhibition, usual class: inhibitors; actives 0.039% (n = 390,000); further: potency means the concentration at half of the fitted maximal effect; on the % scale 0 is the no-effect control and ±100 the full control effect; nearly all actives have a fitted effect of over 75% in size; some results filed as inactive show a strong effect at the top dose
# Target sequence (P49798 whole entry, looked up): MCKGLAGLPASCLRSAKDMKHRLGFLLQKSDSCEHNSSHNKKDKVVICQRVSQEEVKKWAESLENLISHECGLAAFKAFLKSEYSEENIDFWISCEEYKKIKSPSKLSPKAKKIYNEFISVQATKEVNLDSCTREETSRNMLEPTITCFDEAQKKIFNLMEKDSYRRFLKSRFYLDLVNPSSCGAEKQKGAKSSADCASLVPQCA
#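 MLSMR compounds (23 nl, pin-transferred) preincubated 10 min at room temperature with a 500nM (2x) first reagent, then RGS4 at 900nM (2x) plus Transcreener GDP mix added; fluorescence polarization (620/688 nm) read before and after 90 min at 30 °C.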
# An asterisk follows results filed as active; ? = inconclusive; . = not tested or not shown; & = joins results of further samples; [ ] = dose if it differs, or a comment. Unless noted, the call rests on the fitted dose curve; in most records, active means well fitted curve in the direction sought with a large enough effect; inconclusive means small, poorly fitted or top-dose-only effect, or another doubt; inactive means no such curve, though single readings can be large; an effect the other way counts as inactive or inconclusive.
SMILES,Vif-A3G inh,Vif-APOBEC3F blk,D2 ag,12-LOX inh,ERG-DNA inh,D2 antag,LDHA block,GRP78 ERSR act,RGS4 inh
C[C@@H]1CN([C@@H](C)CO)C(=O)CCCn2nncc2CO[C@H]1CN(C)S(=O)(=O)c1ccc2c(c1)OCCCO2,0%,-15%,.,47%[activator],.,.,-11,-7%,.
CCC1CCCCN1c1cc(C)nc2cc(-c3cccc(C)c3)nn12 (centres undefined),-1%,-6%,-2.3,?,-7%,-5,5,-14%,5%
CN(C1CCCCC1)S(=O)(=O)c1ccc(NC(=O)c2ccco2)cc1,-4%,1%,0.1,10%,-3%,5,-2,-3%,-32%
Clc1ccccc1-c1cc(COc2ccc3ccccc3c2)no1,2%,-3%,0.2,10%,1%,2,-6,6%,34%
O=C(Nc1ccc(Br)cc1)Nc1nc2c(s1)CCCCCC2,1%,-13%,1.9,-14%,-9%,.,0,9%,-15%
Cc1cccc(-n2c(C)nc3cc(C(=O)N4CCOCC4)ccc32)c1,0%,4%,2.5,7%,10%,-2,-1,-2%,-40%[56.9 µM]
Cc1cc(=O)oc2cc(OCC(=O)NCCc3c[nH]c4ccc(F)cc34)ccc12,1%,3%,-0.6,4%,10%,3,-3,-9%,4%
O=C(CSc1nc2ccccc2[nH]1)N1CCCCC1,2%,-5%,0.6,9%,5%,0,-5,-3%,1%
COc1ccc(CN2CCN(C(=O)c3ccc(S(=O)(=O)NCc4ccco4)cc3)CC2)cc1F,-15%,-24%,1.3,-5%,-3%,-14,1,-2%,13%
CN(C)S(=O)(=O)c1ccc(NC(=O)COC(=O)CC2CC3CCC2C3)cc1 (centres undefined),-1%,2%,0.2,-16%,3%,-2,3,0%,7%
CCCCCCn1c(=O)n2n(c1=O)[C@@H]1CN(S(=O)(=O)c3ccc(C)cc3)C[C@]1(O)[C@@H](OC(=O)NCc1ccccc1)C2,-5%,-24%,.,?,.,.,3,5%,.
Cc1cn([C@H]2C[C@H](O)[C@@H](CNCc3cccc(OC4CCCC4)c3)O2)c(=O)[nH]c1=O,1%,-2%,.,?,.,.,-1,-1%,.
Cn1cc(CNC(=O)COc2ccc(Cl)cc2Cl)cn1,0%,-1%,-0.2,0%,-7%,0,-3,-4%,-9%
CCCCN1CC[C@@H]2C=CC[C@H](C(=O)OC)[C@@H]2C1=O,-1%,3%,.,2%,-4%,.,-2,-3%&-4%,-2%
NC(=O)c1cc([N+](=O)[O-])ccc1NCc1cnccn1,2%,-7%,1.0,-5%,2%,-2,-11,-2%,-13%
O=S1(=O)N=C(N(Cc2cccs2)c2ccc(O)cc2)c2ccccc21,-7%,-7%,-1.7,?,7%,-4,-7,-5%,21%[56.9 µM]
O=S(=O)(c1cccc(C(F)(F)F)c1)N1CCC(c2cc(-c3cccc4ccccc34)n[nH]2)CC1,0%,.,0.9,-13%,-11%,3,-1,-6%,?
CCOC(=O)c1ccc(NC(=O)COc2ccc(CNC3CCCCC3)cc2OC)cc1,3%,11%,0.7,-1%,0%,6,-5,-5%,7%
CCN1CCCc2cc(CN(CCN3CCOCC3)C(=S)Nc3ccc(C)cc3)ccc21,-5%,-2%,0.1,?,-3%,-14,-8,18%,-16%
O=C(CNC(=O)c1cc(Cl)cc([N+](=O)[O-])c1)NC1CC1,0%,1%,.,-4%,-5%,.,-3,-5%,-8%
CC1(c2cccc(Br)c2)NC(=O)N(CC(=O)NCC2CCCO2)C1=O (centres undefined),1%,-15%,0.0,371%[activator],-15%,1,-6,-2%,13%
Cc1ccc(CN2C(=O)[C@H]3Cc4c([nH]c5ccccc45)C(C)(C)N3C2=O)cc1,0%,1%,.,0%,.,.,-6,-6%,23%
CCOc1cc(C(=O)Nc2ccc(S(=O)(=O)Nc3onc(C)c3C)cc2)cc(OCC)c1OCC,-3%,5%,.,-6%,-3%,.,-4,-5%,-5%
CCc1nc2ccc(C(=O)N(C)Cc3ccco3)cn2c1N(C)Cc1ccc(OC)cc1,-6%,.,.,-5%,.,.,-5,-1%,.
O=C(NCc1cccs1)c1csc([C@H]2C[C@H](O)[C@@H](CO)O2)n1,0%,.,.,-19%,.,.,-11,0%,.
SMILES,Vif-A3G inh,Vif-APOBEC3F blk,D2 ag,12-LOX inh,ERG-DNA inh,D2 antag,LDHA block,GRP78 ERSR act,RGS4 inh
N#Cc1ccc(COc2ccc(CCO)cc2-n2nc3ccccc3n2)cc1,-13%,-9%,0.0,14%,-2%,-9,3,-7%,2%
Cc1cc(O)cc2c1O[C@@](C)(CCC[C@@H](C)CCC[C@@H](C)CCCC(C)C)CC2,-3%,-7%,0.4,-15%,5%,1,-4,-1%,3%
CCNc1nc(NC(N)=S)nc(NC(C)(C)C)n1,1%,-21%,-1.2,?,18%,-3,-1,-2%,?
O=C(CCCOc1ccccc1)Nc1cccc(S(=O)(=O)N2CCCCC2)c1,0%,-16%,0.0,-9%,-4%,29,4,-2%,10%
CCc1ccc(OCC(=O)N(Cc2ccccc2)C2CCS(=O)(=O)C2)cc1 (centres undefined),-1%,-9%,0.4,-7%,-7%,-51,-12,-3%,-9%
CCCCOC(=O)Nc1nnc(CC(=O)NCc2ccccc2)s1,-6%,1%,0.2,81%[activator],9%,-1,-4,-4%,15%
CN1/C(=C\C(=O)c2ccco2)c2ccccc2CC1(C)C,4%,-6%,-0.5,10%,.,-8,-4,-4%,-9%
CCC(=O)N1CCc2cc(CNC(=O)c3ccc(F)cc3)ccc21,0%,4%,-0.1,-13%,2%,.,-14,0%,17%
COC1CCN(C(=O)C2CCC(=O)N(C3CCCCCC3)C2)CC1 (centres undefined),1%,1%,-0.8,-2%,-10%,2,-2,6%,1%
COc1cc(C2c3c(oc4ccc(C)cc4c3=O)C(=O)N2Cc2ccc(F)cc2)ccc1O (centres undefined),4%,-1%,-0.5,-20%,0%,.,-13,-2%,-11%
Cc1cc(=O)[nH]c(SCc2nc3ccccc3s2)n1,3%,-9%,0.5,0%,9%,-11,-3,1%,-10%
CCCc1nc2c(sc3nc4c(cc32)COC(C)(C)C4)c(=O)n1CCN(CC)CC,1%,2%,0.0,3%,-5%,-9,-2,-3%,19%
CCCCCCn1cc(C(=O)O)c(=O)c2cc(F)c(N3CCCCC3)cc21,1%,-5%,-0.1,10%,17%,3,1,-2%,35%
O=C(O)c1ccc(/C=N/NC(=S)NCc2ccccc2)cc1,1%,1%,-0.3,?,-15%,15,-9,2%,11%
COC(=O)/C=C/c1sc2nc(C)cc(C)c2c1N=CN(C)C,0%,-6%,0.2,-7%,6%,0,-2,3%,-48%
Cc1ccc(CNC(=O)CNC(=O)c2ccc(C(C)(C)C)cc2)n1C,1%,-4%,.,151%[activator],9%,.,1,-2%,-10%
COc1c(S(=O)(=O)N2CCCCC2)ccc2c(S(=O)(=O)N3CCCCC3)cccc12,2%,2%,.,-22%,3%,.,3,-4%,5%
COc1cc(NC(=O)C2CCCCC2)c(OC)cc1NC(=O)c1ccco1,3%,-4%,-2.9,4%,-3%,3,-1,-5%,16%
CC12C=CC3(O1)C(C(=O)N(c1cccnc1)C3C(=O)NC1CCCCC1)C2C(=O)Nc1ccccc1 (centres undefined),-1%,-6%,0.8,2%,-8%,0,-13,1%,30%
CC(=O)c1cccc(N=Cc2c(O)c3ccccc3oc2=O)c1,-7%,18%,-0.1,1%,4%,4,2,0%,1%
O=C(CSc1nc2ccccc2n1S(=O)(=O)c1ccccc1)N1CCCC1,-2%,-3%,0.8,-20%,.,5,-9,1%,-29%
CCOC(=O)[C@@H]1[C@H]2COc3ccccc3[C@@H]2N2C(=O)N(c3cccc(Cl)c3)C(=O)[C@]12C,-9%,2%,0.2,?,-1%,6,-2,-4%,-23%
O=C(COC(=O)c1ccc(S(=O)(=O)N2CCOCC2)cc1)NC1CCCCCC1,0%,0%,-0.8,-11%,.,-4,-2,-2%,2%
C=CCNC(=S)N/N=C/c1cccc([N+](=O)[O-])c1,-4%,?,8.7,?,-1%,-10,-10,4%,-2%
O=C1SC(Nc2ccc(Cl)cc2)C(=O)N1Cc1ccccc1 (centres undefined),-3%,-7%,0.1,?,-11%,.,-11,-1%,16%
COC(=O)/C=C1/SC(=NC(=O)c2cccc([N+](=O)[O-])c2)NC1=O,4%,1%,1.4,?,5%,-4,-2,0%,-13%[11.4 µM]
c1ccn2cc(C34CC5CC(CC(C5)C3)C4)nc2c1,-12%,?,-0.3,1%,0%,-14,-4,3%,-6%

# A portion of the library, so the mix of outcomes need not match the whole.
